# From PubChem
# Sm TGR inh – S. mansoni TGR enzyme inhibition | Q962Y6 | purified TGR, DTNB reduction, TNB absorbance 405 nm | Potency, µM (series often up to 114 µM), for the others: at the highest dose activity change, negative = inhibition, most hits filed as inhibitors | 3% of 360,000 active; further: potency means the concentration at half of the fitted maximal effect; nearly all actives have a fitted effect of over 60% in size
#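 First, TGR (20 nM dispensed) and NADPH were mixed with compound. Second, a 15 min room-temperature incubation followed. Third, further NADPH and then DTNB were added to start the reaction. Finally, TNB absorbance was monitored kinetically.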
# AmpC inh no detg – inhibitors of E. coli AmpC beta-lactamase without detergent | P00811 | AmpC nitrocefin hydrolysis, absorbance 480 nm, 0.0001% Triton | Potency, µM (series often up to 57.1 µM), for inactives: at the highest dose activity change, negative = inhibition, most hits filed as inhibitors | 0.52% of 330,000 active;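 further: potency means the concentration at half of the fitted maximal effect; plate controls were no compound for no effect and no enzyme for full effect; nearly all actives have a fitted effect of over 20% in size; some results filed as inactive show a strong effect at the top dose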
# Target sequence (P00811 whole entry, looked up): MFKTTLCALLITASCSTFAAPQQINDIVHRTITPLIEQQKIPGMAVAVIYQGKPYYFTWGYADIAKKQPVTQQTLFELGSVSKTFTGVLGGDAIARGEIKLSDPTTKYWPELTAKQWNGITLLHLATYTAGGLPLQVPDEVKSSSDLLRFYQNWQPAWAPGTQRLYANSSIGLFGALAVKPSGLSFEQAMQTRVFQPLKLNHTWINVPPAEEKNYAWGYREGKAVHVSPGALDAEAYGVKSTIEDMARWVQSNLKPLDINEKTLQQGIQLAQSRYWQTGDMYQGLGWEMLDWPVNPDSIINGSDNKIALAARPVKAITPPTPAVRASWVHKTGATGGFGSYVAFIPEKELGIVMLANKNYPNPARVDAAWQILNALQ
#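 AmpC (5.3 nM in the dispensed reagent) in 20 mM phosphate pH 7.0 with 0.01% (detergent screen) or 0.0001% Triton X-100 was preincubated with compounds for 15 min at room temperature. Nitrocefin was then added from an 800 uM solution, and hydrolysis was followed at 480 nm.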
# HCMV antiviral – human cytomegalovirus inhibition. HFF cells, HCMV-luciferase reporter, 72 h; active compounds read low. activity change, negative = inhibition, % at 57.5 µM. 4.5% of 410,000 active; in the data active means activity change below about -60%; inconclusive means no clear call, values can overlap the other calls; inactive means above about -39%
#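 HFF cells seeded 16 h at 37C, treated with compounds, infected with luciferase-reporter HCMV at MOI 1 PFU/cell; luciferase read at 72 h post infection, normalized to buffer-only and Salinomycin controls.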
# AmpC detergent – inhibitors of E. coli AmpC beta-lactamase with detergent; P00811; 0.041% of 370,000 active; Potency, µM (highest dose often 114 µM), for the others: at the highest dose activity change, negative = inhibition, most hits filed as inhibitors; AID 485294; AmpC hydrolysis of nitrocefin, absorbance 480 nm, 0.01% Triton;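 further: potency means the concentration at half of the fitted maximal effect; 0% = no-compound wells and -100% = no-enzyme wells; nearly all actives have a fitted effect of over 25% in size; some results filed as inactive show a strong effect at the top dose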
#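 20 mM phosphate pH 7.0 + 0.01% (detergent screen) or 0.0001% Triton X-100; 5.3 nM AmpC reagent; cpd preinc 15 min RT; nitrocefin (800 uM stock) to start; A480 q20 s × 4 min; Activity was normalised to no-enzyme and no-compound control wells.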
# AMA1-RON2 inh – inhibitors of Plasmodium falciparum AMA1-RON2 interaction; AlphaScreen AMA1-biotinylated RON2 peptide binding; Potency, µM (doses to about 58.2 µM), for inactives: at the top dose activity change, negative = inhibition, actives largely listed as inhibitors; 0.2% of 360,000 active;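 further: potency means the concentration at half of the fitted maximal effect; 0% = vehicle wells and -100% = peptide control; nearly all actives have a fitted effect of over 45% in size; some results filed as inactive show a strong effect at the top dose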
#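 AMA1 (3D7) with his tag at 25 nM final met compounds first, then biotinylated RON2 peptide at 25 nM; detection used donor plus acceptor beads, 10 µg/mL apiece, read by AlphaScreen after 30 min at room temperature.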
# Giardia FBPA inh – blocks Giardia fructose-bisphosphate aldolase activity | purified Giardia FBPA | Potency, µM (series often up to 59.6 µM), without a hit: at the highest dose activity, negative = inhibition, usual class: inhibitors | 0.71% of 290,000 active | AID 2451; further: potency means the concentration at half of the fitted maximal effect; nearly all actives have a fitted effect of over 55% in size
# Target sequence (A8B2U2 whole entry, looked up): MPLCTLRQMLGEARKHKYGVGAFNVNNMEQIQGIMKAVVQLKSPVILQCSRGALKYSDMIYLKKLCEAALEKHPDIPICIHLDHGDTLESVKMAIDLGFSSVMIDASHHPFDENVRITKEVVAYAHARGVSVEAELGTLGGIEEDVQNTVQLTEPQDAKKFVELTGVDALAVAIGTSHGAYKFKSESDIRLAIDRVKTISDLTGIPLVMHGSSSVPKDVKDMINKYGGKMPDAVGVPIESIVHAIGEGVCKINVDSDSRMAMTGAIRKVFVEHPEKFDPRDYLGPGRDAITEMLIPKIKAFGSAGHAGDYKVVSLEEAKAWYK
#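 Giardia FBPA (40 nM reagent) was preincubated 10 min at RT with compound (up to 57.5 uM final), then substrate plus GAPDH/TPI/NAD/arsenate coupling system with diaphorase/resazurin was added; resorufin fluorescence (525/598 nm) was read after 20 min.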
# Numbers without * were called inactive; ? = inconclusive; · = not tested or not shown; [ ] = another dose, or the depositor's remark. Unless noted, the call rests on the fitted dose curve; in most records, active means well fitted curve in the direction sought with a large enough effect; inconclusive means small, poorly fitted or top-dose-only effect, or another doubt; inactive means no such curve, though single readings can be large; an effect the other way counts as inactive or inconclusive. Unless noted, on the % scale 0 is the no-effect control and ±100 the full control effect. This is a random part of the collection (roughly 7.8% active in at least one column).
SMILES,Sm TGR inh,AmpC inh no detg,HCMV antiviral,AmpC detergent,AMA1-RON2 inh,Giardia FBPA inh
CNc1ccc(C(O)(C(F)(F)F)C(F)(F)F)cc1C(O)(C(F)(F)F)C(F)(F)F,-11.8%,-16.0%,88.5,-0.6%,5.1%,-9.1%
O=C(O)c1ccc(COc2ccc3ccccc3c2)o1,?,-22.1%,24.1,-0.2%,-6.5%,?
CN(CCC1CCOCC1)C(=O)c1cc(COc2c(F)cccc2F)on1,-1.9%,52.3%,-31.3,0.1%,4.5%,·
Cc1nc(NC(=O)COC(=O)[C@@H](NC(=O)c2ccco2)C(C)C)c(Cl)cc1Cl,·,-17.9%,-6.4,·,7.7%,·
CC(=O)c1ccc(C(=O)NC2CC(C)(C)Cc3c2cnn3-c2ccccc2)cc1 (stereo not drawn),-13.1%,102.9%[activator],18.8,5.5%,-6.4%,·
Cc1ccc(-c2cn3nc(N4CCCC(C(=O)Nc5ccc(F)cc5)C4)sc3n2)cc1 (stereo not drawn),8.6%,·,0.0,-2.3%,·,·
COc1ccc(OC)c(NC(=O)c2cc3sccc3n2C)c1,1.2%,2.5%,30.6,-11.0%,-11.2%,-13.9%
COc1ccc(N(CC(=O)Nc2cc(Cl)ccc2C)S(=O)(=O)c2c(C)n[nH]c2C)cc1,3.7%,55.7%,23.9,0.1%,16.6%,·
COc1ccc(-c2nn(-c3ccccc3F)cc2CNCCn2nc(C)cc2C)cc1,25.9%,137.8%[activator],-73.1*,8.6%,-11.3%,1.1%
Cc1ccc(S(=O)(=O)N2CCC(C(=O)NCC(C)(C)N3CCOCC3)CC2)c(C)c1,-2.4%,54.0%,-13.7,4.1%,10.8%,·
CCOC(=O)/C=C/[C@H]1CC2(CCO1)SCCCS2,-0.3%,-1.1%,6.0,-0.1%,3.3%,·
CC1CN(c2cc3nccnc3cc2F)CC(C)O1 (stereo not drawn),-4.1%,-17.3%,0.8,?,13.1%,?
CCSc1nc2sc3c(c2c(=O)n1C1CCCCC1)CCN(C)C3,-33.8%,60.3%[activator],37.8,-10.8%,?,0.1%
O=C(COC(=O)CNC(=O)c1ccccc1F)Nc1ccc(Cl)cn1,·,-38.0%,49.6,·,2.0%,·
CN(Cc1ccccc1)C(=O)CN1C(=O)NC2(CCCC2)C1=O,-0.2%,-9.8%,-8.5,8.4%,-5.6%,·
CCCCC(=O)Nc1cc([N+](=O)[O-])ccc1Cl,-1.3%,-14.0%,-31.8,-8.2%,32.6%[activator],-1.1%
O=C(NCc1cccnc1)C1CC(c2cccc(Br)c2)=NO1 (stereo not drawn),?,-4.7%,-10.8,?,10.9%,2.5%
COC(=O)CSc1nc2c(c(-c3ccc(O)cc3)c1C#N)CCCC2,·,-29.8%,-18.9,9.0%,-1.8%,1.4%
CCC1CCCCN1c1cc(C)nc2cc(-c3cccc(C)c3)nn12 (stereo not drawn),14.5%,56.4%,-33.1,?,-13.3%,-5.7%
N=C(N)SCc1nc2ccccn2c1Br,-2.1%,-26.9%,-6.2,6.1%,-0.8%,-9.0%
Cc1ccc(CNC(=O)CSc2nc3c(sc4ccccc43)c(=O)n2CCCN2CCCC2)cc1,-5.9%,81.6%[activator],-39.0,-4.6%,16.6%,-13.4%
CCN(CC)CCNC(=O)c1[nH]c2ccc(OCc3ccccc3)cc2c1C,3.6%,151.1%[activator],?,-2.8%,-9.6%,-0.3%
CCCNC(=O)Cn1cccc1C(=O)c1ccccc1,14.3%,-13.2%,-21.3,-8.2%,6.5%,8.0%
Cc1ccccc1C(=O)NNC(=O)C1CCCN(c2ncccn2)C1 (stereo not drawn),0.4%,-20.2%,-3.2,-2.7%,15.1%,3.5%
N#Cc1ccc(-c2csc(NC(=O)c3ccc(N4C(=O)CCC4=O)cc3)n2)cc1,11.0%,-23.4%,-21.4,-5.5%,6.4%,-8.0%

# Structures shown so far that have a Cl atom, in the order listed:
SMILES,Sm TGR inh,AmpC inh no detg,HCMV antiviral,AmpC detergent,AMA1-RON2 inh,Giardia FBPA inh
Cc1nc(NC(=O)COC(=O)[C@@H](NC(=O)c2ccco2)C(C)C)c(Cl)cc1Cl,·,-17.9%,-6.4,·,7.7%,·
COc1ccc(N(CC(=O)Nc2cc(Cl)ccc2C)S(=O)(=O)c2c(C)n[nH]c2C)cc1,3.7%,55.7%,23.9,0.1%,16.6%,·
O=C(COC(=O)CNC(=O)c1ccccc1F)Nc1ccc(Cl)cn1,·,-38.0%,49.6,·,2.0%,·
CCCCC(=O)Nc1cc([N+](=O)[O-])ccc1Cl,-1.3%,-14.0%,-31.8,-8.2%,32.6%[activator],-1.1%

# The list continues.
SMILES,Sm TGR inh,AmpC inh no detg,HCMV antiviral,AmpC detergent,AMA1-RON2 inh,Giardia FBPA inh
O=C(COC(=O)Cc1ccc(Br)cc1)NC1CC1,-1.2%,-5.1%,-22.1,-7.5%,5.4%,·
O=c1ccc2cc3c(-c4ccccc4)coc3cc2o1,-2.9%,-41.6%,-0.2,-0.8%,-29.5%,-10.7%
COc1ccc(S(=O)(=O)N2CCC(n3c(C(F)(F)F)nc4cccnc43)CC2)cc1OC,-1.1%,·,-7.6,1.1%,·,·
C/C(=N\NC(=O)c1cc(C)oc1C)c1ccc2ccccc2c1,-2.7%,-34.5%,-8.0,-11.5%,8.2%,-7.7%
CCOc1c(OC(C)=O)ccc(/C=C/c2ccc3cccc(OC(C)=O)c3n2)c1[N+](=O)[O-],-22.7%,-14.6%,25.8,-3.3%,15.0%,·
O=C(Nc1cccc2c1CCCC2)c1ccncc1,-7.4%,-10.4%,25.8,-5.1%,0.9%,0.3%
CCOC(=O)c1cnc(-n2nc(C)cc2C)nc1Nc1ccc(O)cc1,-3.1%,-12.0%,-8.2,0.5%,18.6%,1.4%
Cc1ccnn1CCC(=O)N1CCCC(CCC(=O)N2CCN(c3ccccn3)CC2)C1 (stereo not drawn),3.3%,35.0%,-35.5,4.5%,38.8%[activator],1.4%
Cc1cccc(C)c1N1CCN(S(=O)(=O)c2ccccc2)CC1,-0.1%,-6.6%[2.29 µM],2.7,-1.5%,2.7%,-0.3%
Cc1nc(SCC(=O)Nc2cccc(S(=O)(=O)N3CCOCC3)c2)nc(C)c1C,·,-2.6%,-24.2,·,0.6%,·
COc1ccc(NC(=O)CSc2nc3n[nH]c(C)c3c(=N)n2-c2ccc(Cl)c(C)c2)cc1OC,2.0%,-1.1%,·,-1.6%,-3.4%,·
CC1C(=O)OC2C1CCC1(C)CCC(=O)C(C)C21 (stereo not drawn),3.55µM*,59.2%,-31.9,-3.9%,-12.4%,8.1%
CCC(Sc1nnc2c3ccccc3n(CC)c2n1)C(=O)Nc1nnc(C(C)C)s1 (stereo not drawn),4.8%,·,-11.3,20.6%,·,·
O=C(O)c1ccc(NS(=O)(=O)c2cccc(S(=O)(=O)c3ccc(Cl)c(Cl)c3)c2)cc1,-0.8%,-23.2%,·,3.6%,-12.2%,10.7%
N#Cc1ccc(-n2nccc2-c2cnc3n(c2=O)CCS3)cc1,-0.3%,-23.6%,-18.1,?,-1.7%,3.4%
C[C@H](CO)N1C[C@H](C)[C@@H](CN(C)S(=O)(=O)c2cn(C)cn2)Oc2c(NC(=O)Nc3ccc4c(c3)OCO4)cccc2C1=O,·,104.2%[activator],15.1,·,-1.4%,·
COc1cc(NC(=O)c2ccccc2)ccc1NC(=O)Cc1ccccc1,0.0%,-29.2%,-14.8,-13.9%,15.8%,4.3%
Cc1ccc2c(c1)C(c1ccccc1)=NCC(=O)N2,7.7%,-3.0%,8.7,-1.0%,-3.9%,1.3%
COCCNC(=O)/C(C#N)=C/c1ccc2c(c1)OCO2,-8.9%,-18.8%,-1.1,4.5%,4.6%,-0.8%
CCN=C1SC(C(=O)Nc2ccc(OCC)cc2)CC(=O)N1CC (stereo not drawn),-0.1%,-15.2%,-30.8,0.9%,-17.9%,1.5%
CC/C(O)=C1\C(=O)CC(c2ccccc2)CC1=NC(C)C (stereo not drawn),0.0%,-2.9%,-21.9,?,-2.6%,2.2%
Cc1nc(C)c(C(=O)C2=C(O)C(=O)N(CCN3CCOCC3)C2c2cccs2)s1 (stereo not drawn),-20.7%,-7.1%,60.4,-2.0%,24.1%,-10.6%
CN(CC(=O)Nc1c(Cl)cccc1Cl)C(=O)c1cc(S(=O)(=O)N(C)C)ccc1N1CCCC1,2.2%,6.0%,-30.0,-2.4%,-10.3%,·
COc1ccc(C(=O)NCC(=O)NCc2ccncc2)cc1,·,-11.1%,31.5,·,18.4%,·
COc1ccc(CNC(=O)C(c2cccc(C)c2)N(C(=O)c2csnn2)C2CC2)cc1 (stereo not drawn),10.3%,-0.2%,25.8,?,-0.5%,4.5%
# Going on with the list:
SMILES,Sm TGR inh,AmpC inh no detg,HCMV antiviral,AmpC detergent,AMA1-RON2 inh,Giardia FBPA inh
O=C1CCC2(CC1)NC(=O)N(c1ccccc1)N2,6.2%,-23.3%,12.5,5.9%,-9.3%,0.1%
N#CC1=C(N)SC(N)=C(C#N)C1c1cccc(Oc2ccccc2)c1,?,25.1µM*,-26.7,-4.1%,72.6%[activator],?
CCOC(=O)c1c(NC(=O)Cc2cccs2)sc2c1CCCC2,0.0%,-28.1%,-15.8,-12.7%,3.8%,3.1%
O=C(/C=C/NNC(=O)c1ccc(Br)cc1)c1ccccc1,-19.2%,-32.5%,14.2,?,19.1%,-18.2%
O=C(Nc1ccccc1)c1cccc(S(=O)(=O)NCc2ccco2)c1,1.8%,-31.4%,-7.4,3.6%,6.8%,0.7%
O=C(Nc1nnc(C2CCCO2)s1)c1cccs1 (stereo not drawn),-0.2%,-24.2%,101.6,-9.2%,-0.1%,4.4%
COc1ccccc1CNC(=O)c1ccc2c(=O)n(CC3CCCO3)c(=S)[nH]c2c1 (stereo not drawn),-7.7%,-52.7%,?,?,35.7%[activator],4.8%
CCOc1ncccc1C(=O)N(CCC(C)C)c1c(N)n(Cc2ccccc2)c(=O)[nH]c1=O,·,-13.3%,-17.5,·,0.0%,·
CCNC(=O)CC1C(=O)N(c2cccc(OC)c2)C(=O)N1CCOC (stereo not drawn),-0.8%,-23.3%,-2.9,1.7%,6.3%,7.5%
Cc1ccc(O)c(/C=N/NC(=O)Cc2ccc(Cl)cc2)c1,1.1%,-14.2%,-99.4*,-10.7%,104.3%[activator],15.8%
COc1cccc2c1cc1c(=O)n(CC(=O)N3CCCCC3)nc(C)n12,5.0%,·,-15.9,22.3%,·,·
O=C(COC(=O)c1ccc(O)cc1O)NC(=O)NCc1ccccc1,5.5%,-22.4%,9.6,-17.3%,-5.5%,·
CSc1nc2ccc3nc(NC(=O)c4cccs4)sc3c2s1,-30.4%,-5.8%,-5.2,2.6%,2.1%,6.2%
CCCCC(CC(O)COCCC)C(=O)NN (stereo not drawn),-8.9%,-1.9%,-19.9,3.7%,25.3%,-3.4%
O=C(c1cc(C2CC2)nn1-c1ccccc1)N1CCN(Cc2ccc(Cl)cc2)CC1,-30.8%,152.8%[activator],-30.5,4.9%,-2.2%,·
